HCV inhibitor: inhibitors of hepatitis C virus infection; Huh7.5.1 HCVcc-Cre infection, luciferase reporter, 44 h; Potency, µM (titrated, usually from 41.8 µM), for the others: at the highest dose activity change, negative = inhibition, hits mostly inhibitors; 340,000 tested, 3.4% active; AID 651820; also: potency is read from the fitted curve at half-maximal effect
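Reporter virus HCVcc-Cre (~0.5 moi) infects cells exposed to compound; seeding density 1,000 cells/well with 4 h settling beforehand. Luminescence, 15 sec read, taken 44 h post-infection following a 15 min RT substrate incubation.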
HCMV inh: human cytomegalovirus inhibition | AID 1259415 | 410,000 tested, 4.5% active | HFF cells, HCMV-luciferase reporter, 72 h; stronger effect = lower value | activity change, negative = inhibition, % at 57.5 µM; in the data active = activity change below about -60%; inconclusive = no clear call, values can overlap the other calls; inactive = above about -39%
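Compounds were evaluated in HFFs infected with an HCMV luciferase reporter virus (MOI 1 PFU/cell). Luciferase in lysates collected 72 h post infection served as the replication measure.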
Giardia FBPA inh: blocks Giardia fructose-bisphosphate aldolase activity; purified Giardia FBPA; Potency, µM (highest dose often 59.6 µM), inactives show top-dose activity, negative = inhibition, most hits filed as inhibitors; 290,000 tested, 0.71% active; also: potency is read from the fitted curve at half-maximal effect; nearly all actives have a fitted effect of over 55% in size
Target sequence (A8B2U2 whole entry, looked up): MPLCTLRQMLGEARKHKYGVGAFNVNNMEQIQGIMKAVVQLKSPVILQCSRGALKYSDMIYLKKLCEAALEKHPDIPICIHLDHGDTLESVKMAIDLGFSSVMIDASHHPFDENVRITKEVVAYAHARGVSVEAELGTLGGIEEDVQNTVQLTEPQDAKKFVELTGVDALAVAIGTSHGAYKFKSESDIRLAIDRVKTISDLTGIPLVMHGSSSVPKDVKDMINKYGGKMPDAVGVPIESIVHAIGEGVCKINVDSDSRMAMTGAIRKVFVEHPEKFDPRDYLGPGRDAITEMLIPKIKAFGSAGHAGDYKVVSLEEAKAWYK
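40 nM FBPA preincubated 10 min at RT with compound (up to 57.5 uM final), then substrate plus GAPDH/TPI/NAD/arsenate coupling and diaphorase/resazurin added. Fluorescence read after 20 min at RT, 525/598 nm.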
AMA1 RON2 block: disrupts binding of P. falciparum AMA1 to RON2; AlphaScreen AMA1-biotinylated RON2 peptide binding; Potency, µM (titrated, usually from 58.2 µM), for the others: at the highest dose activity change, negative = inhibition, most hits filed as inhibitors; 360,000 tested, 0.2% active; AID 720542;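 also: potency is read from the fitted curve at half-maximal effect; 0% = vehicle wells and -100% = peptide control; nearly all actives have a fitted effect of over 45% in size; some results filed as inactive show a strong effect at the top dose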
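AMA1 (3D7) with his tag at 25 nM final met compounds first, then biotinylated RON2 peptide at 25 nM; detection used donor plus acceptor beads, 10 µg/mL apiece, read by AlphaScreen after 30 min at room temperature.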
AmpC inh detg: inhibitors of E. coli AmpC beta-lactamase with detergent; P00811; AmpC hydrolysis of nitrocefin, absorbance 480 nm, 0.01% Triton; Potency, µM (series often up to 114 µM), for the others: at the highest dose activity change, negative = inhibition, usual class: inhibitors; 370,000 tested, 0.041% active;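 also: potency is read from the fitted curve at half-maximal effect; 0% = no-compound wells and -100% = no-enzyme wells; nearly all actives have a fitted effect of over 25% in size; some results filed as inactive show a strong effect at the top dose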
Target sequence (P00811 whole entry, looked up): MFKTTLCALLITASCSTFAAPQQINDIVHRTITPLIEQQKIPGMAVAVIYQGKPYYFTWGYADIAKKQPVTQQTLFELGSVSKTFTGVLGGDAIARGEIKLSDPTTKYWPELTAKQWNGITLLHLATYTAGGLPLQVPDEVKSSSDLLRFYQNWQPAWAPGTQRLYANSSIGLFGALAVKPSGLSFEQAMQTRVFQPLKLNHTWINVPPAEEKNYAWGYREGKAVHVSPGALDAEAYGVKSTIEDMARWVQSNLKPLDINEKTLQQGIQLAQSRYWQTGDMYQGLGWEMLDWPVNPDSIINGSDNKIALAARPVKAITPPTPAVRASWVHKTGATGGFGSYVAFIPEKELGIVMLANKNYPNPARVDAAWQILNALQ
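AmpC (5.3 nM in the dispensed reagent) in 20 mM phosphate pH 7.0 with 0.01% (detergent screen) or 0.0001% Triton X-100 was preincubated with compounds for 15 min at room temperature. Nitrocefin was then added from an 800 uM solution, and hydrolysis was followed at 480 nm.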
Sm TGR inh: blocks Schistosoma mansoni thioredoxin glutathione reductase; Q962Y6; purified TGR, DTNB reduction, TNB absorbance 405 nm; Potency, µM (doses to about 114 µM), for inactives: top-dose activity change, negative = inhibition, hits mostly inhibitors; 360,000 tested, 3% active; AID 485364; also: potency is read from the fitted curve at half-maximal effect; nearly all actives have a fitted effect of over 60% in size
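Kinetic colorimetric format: TGR-catalysed, NADPH-driven DTNB reduction monitored via TNB absorbance. Enzyme dispensed at 20 nM; compound exposure 15 min at room temperature before reaction start.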
Active calls of the source: *; ? = inconclusive; / = no result given; [ ] = remark or other dose. Unless noted, calls follow the shape of the dose curve; as a rule, active = well fitted curve in the direction sought with a large enough effect; inconclusive = small, poorly fitted or top-dose-only effect, or another doubt; inactive = no such curve, though single readings can be large; an effect the other way counts as inactive or inconclusive. Unless noted, % is scaled to controls: 0 for no effect and ±100 for the full control effect. Compounds were not picked by outcome (roughly 9.3% active in at least one column).

| nr | Compound | HCV inhibitor | HCMV inh | Giardia FBPA inh | AMA1 RON2 block | AmpC inh detg | Sm TGR inh |
| --- | --- | --- | --- | --- | --- | --- | --- |
| 1 | Nn1cnnc1N/N=C/c1ccc(F)cc1 | 6% | 8 | 20µM* | 28% | ? | -13% |
| 2 | CCCN1CCN(C(=O)Cn2nc(CC)n3c(cc4sccc43)c2=O)CC1 | 0% | -4 | -3% | 5% | -8% | 1% |
| 3 | CC(=O)Nc1n[nH]c(S(=O)(=O)Cc2ccc(Cl)cc2Cl)n1 | 15% | 9 | -19% | -5% | ? | 1% |
| 4 | Cc1ccc(C)c(NC(=O)CN(C)C(=O)Cc2ccccc2)c1 | 35%[activator] | 17 | 1% | -24% | -4% | -1% |
| 5 | OCC1OC(n2cnc3ccccc32)CC1O (stereo not given) | -6% | 22 | -2% | -10% | 1% | 0% |
| 6 | CCCN(CCC)CCSc1nc(O)c(C(C)C)c(=O)[nH]1 | 7% | 86 | -8% | 1% | ? | 0% |
| 7 | Cc1ccc(S(=O)(=O)Nc2ccc(C(=O)Nc3ccncc3)cc2)cc1 | -10% | 28 | 2% | -12% | ? | 5% |
| 8 | Cc1c(C(=O)N(C)CCC#N)oc2ccc(S(=O)(=O)N3CC(C)CC(C)C3)cc12 (stereo not given) | -29% | ? | 10% | -11% | -10% | 1% |
| 9 | COc1ccc(N(C(=O)Cn2nnc3ccccc32)C(C(=O)NCc2ccccc2)c2ccc(F)cc2)cc1 (stereo not given) | / | ? | / | / | 17% | -2% |
| 10 | CCOc1cccc(C(=O)Nc2cnn(Cc3ccccc3)c2)c1 | -21% | 16 | -1% | -6% | 2% | 11% |
| 11 | Cc1nnc(NC(=O)c2ccccc2-c2ccccc2C(=O)O)s1 | 11% | -35 | 5% | 17% | 1% | 6% |
| 12 | CC[C@@H]1CC=C[C@H]2[C@H]1C(=O)N(Cc1ccccc1)[C@H]2c1ccc(C(F)(F)F)cc1 | 50%[activator][8.37 µM] | 2 | -2% | 0% | 0% | -11% |
| 13 | Cc1csc(NC(=O)c2nc(-c3ccccc3)n(-c3ccccc3)n2)n1 | -30% | 89 | -9% | 36%[activator] | -11% | -1% |
| 14 | CCOC(=O)Cc1ccc(NC(=O)Nc2ccccc2OCc2cc(=O)n3ccccc3n2)cc1 | / | 192 | / | / | 20% | 9% |
| 15 | COC(=O)c1ccc(CNC(=O)c2ccc(OCC(=O)N3CCOCC3)c(OC)c2)cc1 | 7% | -29 | / | 5% | ? | -4% |
| 16 | COC(=O)CSC1=NN1c1cc(C)nc(N)n1 | 13% | 26 | -2% | 0% | 2% | 0% |
| 17 | CN(C)S(=O)(=O)c1ccc(C(=O)OCC(=O)NCc2ccco2)cc1 | 15% | -28 | 2% | 17% | 2% | 35µM* |
| 18 | COC(=O)c1ccc(C(=O)OC)c(NC(=S)N2CCCC(CO)C2)c1 (stereo not given) | -4% | 1 | 0% | -11% | -6% | 1% |
| 19 | COc1ccc(NC(=O)CN(C)C(=O)Cc2ccc(-c3ccccc3)cc2)cc1 | ? | -19 | / | 14% | -3% | -7% |
| 20 | CSCCC(NC(=O)c1ccc(Cl)cc1)C(=O)OCC(=O)Nc1cc(Cl)ccc1C#N (stereo not given) | 26% | 31 | 3% | 10% | -4% | 8% |
| 21 | Cn1c(=O)n(C)c2cc(NC(=O)COc3ccc(F)cc3F)ccc21 | -25% | 26 | -5% | -8% | -17% | 0% |
| 22 | Fc1ccc(C2=CC(c3ccc(Br)o3)n3ncnc3N2)cc1 (stereo not given) | 11% | / | 7% | 11% | -8% | 20µM* |
| 23 | CCOc1ccc(CC(=O)NCCc2csc3nc(-c4ccccc4F)nn23)cc1 | / | 0 | / | / | -7% | -10% |
| 24 | CC1=Nc2ccccc2/C1=C/c1c(O)n(C)c(=O)[nH]c1=O | 17% | 53 | -18% | -1% | -10% | -20% |
| 25 | CCOc1cc(N2CCOCC2)c(OCC)cc1NC(=O)CN1C(=O)NC(CC)(c2ccc(F)cc2)C1=O (stereo not given) | -3% | -10 | / | -5%[11.6 µM] | / | / |
| 26 | CCCn1c(O)c(N=NC(=O)CNC(=O)/C=C/c2ccc(OC)cc2)c2ccccc21 | ? | 0 | / | ? | 1% | -13% |
| 27 | CCN1CCN(c2cc(=O)n(C3CCCCC3)c(=O)[nH]2)CC1 | 5% | 30 | 6% | -2% | ? | -15% |
| 28 | NC(=O)CSc1nnc(CNc2cccc(Cl)c2)n1CCc1ccccc1 | 13% | -33 | 0% | -4% | -8% | -5% |
| 29 | CCOC(=O)c1c(C)[nH]c(C)c1S(=O)(=O)N1CCC(C(=O)Nc2ccccc2CC)CC1 | / | -7 | / | / | 3% | 0% |
| 30 | CCOC(=O)C(NC(=O)Nc1cccc(C)n1)(OCC(F)(F)F)C(F)(F)F (stereo not given) | 26% | 28 | -6% | 1% | -2% | -3% |
| 31 | CCCC(C(=O)NC1CCCC1)N(C(=O)Cn1nnc(-c2ccc(C)o2)n1)c1ccccc1OC (stereo not given) | ? | -3 | -2% | 24% | -16% | -14% |
| 32 | CCOc1ccc(Nc2nc3c(S(=O)(=O)c4ccc(C(C)C)cc4)nnn3c3ccsc23)cc1 | / | 12 | / | / | 18% | -4% |
| 33 | CCCc1nnc(NS(=O)(=O)c2ccc(OC)cc2)s1 | -1% | -2 | -2% | -20% | 5% | 12% |
| 34 | COc1ccc(NC(=O)Cn2c(=O)n(-c3ccc(C)cc3)c(=O)c3c2cnn3C)cc1 | / | 28 | / | / | 14% | 2% |
| 35 | COc1cccc(-c2ccc(SCC(=O)NC3CCCCC3)nn2)c1 | -9% | 40 | 0% | 19% | ? | -4% |
| 36 | Cc1cccc(-c2nc(CS(=O)CC(=O)N3CCc4ccccc4C3)c(C)o2)c1 (stereo not given) | ? | / | -28% | -8% | ? | ? |
| 37 | N#Cc1cc2c(nc1SCC(=O)Nc1ccc(Cl)cc1)C1CCN2CC1 | 2.8µM* | -91* | 3% | -4% | ? | 0% |
| 38 | C=CCN(C)CCCNC(=O)/C=N/O | 5% | / | 2% | / | 14% | 9% |
| 39 | COCCCNC(=O)C1CCN(C(=O)c2oc3cc4sc(N(C)C)nc4cc3c2C)CC1 | -27% | -6 | -4% | -12% | -12% | 0% |
| 40 | Cc1ccc(/C=C2/Sc3ccc(C(=O)NCc4ccccn4)cc3NC2=O)cc1 | -2% | 0 | / | -12% | -4% | 0% |
| 41 | CC(=O)OCC(=O)Nc1ccc([N+](=O)[O-])cc1Cl | 13% | -13 | 1% | 16% | -2% | -2% |
| 42 | O=C(c1ccc2c3c(cccc13)CC2)N1CCOCC1 | -2% | 17 | -7% | 4% | -1% | 10% |
| 43 | O=C(Cn1cnc2c(nnn2Cc2ccccc2F)c1=O)NCC1CCCO1 (stereo not given) | -6% | 30 | -4% | 8% | 7% | -1% |
| 44 | CCCc1cc(=O)oc2cc3oc(C)c(C)c3cc12 | 22µM* | -11 | -4% | -5% | 7% | 3% |
| 45 | CC1(C)CC(=O)C2=C(C1)OC(N)=C(C#N)C2c1ccc(OC(=O)N2CCOCC2)cc1 (stereo not given) | 14% | 91 | -12% | -3% | ? | -8% |
| 46 | C=CCOc1c(CNc2cccc(C(=O)O)c2)cccc1OC | 20% | 13 | ? | -9% | -1% | -8% |
| 47 | Cc1no[n+]([O-])c1COc1ccc(/C=N/n2nnnc2N)cc1 | -18% | -14 | -3% | 11% | 2% | -3% |
| 48 | CC1=C(C)CC(C(=O)NCC(=O)c2ccccc2)C(C(=O)O)C1 (stereo not given) | 3% | 46 | 3% | 1% | 5% | 0% |
| 49 | CC12CCC(C(=O)N3CCOCC3)([C@H](Br)C1=O)C2(C)C (stereo not given in full) | 12% | 23 | 5% | 4% | -4% | -2% |
| 50 | COc1ccc(NC(=O)c2ccc3c(c2)OCCO3)cc1OC | 7% | 84 | -1% | -17% | -7% | 2% |
| 51 | O=C(NNC(=O)C12CC3CC(CC(C3)C1)C2)[C@@H]1C[C@H]1c1ccccc1 | 18% | -29 | 6% | 70%[activator] | 1% | 1% |
| 52 | CCCC(C)NC(=O)c1ccc(OCc2ccc(Cl)cc2)c(OC)c1 (stereo not given) | -19% | ? | 5% | 9% | ? | -6% |
| 53 | CCOC(=O)c1nnn(-c2nonc2-n2cccc2)c1CCl | -4% | ? | 17% | -3% | 4% | 8.9µM* |
| 54 | Clc1ncnc2scc(-c3ccccc3)c12 | 3% | 13 | 1% | 3% | -3% | 1% |

Structures listed so far that contain a Cl atom (8):
| nr | Compound | HCV inhibitor | HCMV inh | Giardia FBPA inh | AMA1 RON2 block | AmpC inh detg | Sm TGR inh |
| --- | --- | --- | --- | --- | --- | --- | --- |
| 3 | CC(=O)Nc1n[nH]c(S(=O)(=O)Cc2ccc(Cl)cc2Cl)n1 | 15% | 9 | -19% | -5% | ? | 1% |
| 20 | CSCCC(NC(=O)c1ccc(Cl)cc1)C(=O)OCC(=O)Nc1cc(Cl)ccc1C#N (stereo not given) | 26% | 31 | 3% | 10% | -4% | 8% |
| 28 | NC(=O)CSc1nnc(CNc2cccc(Cl)c2)n1CCc1ccccc1 | 13% | -33 | 0% | -4% | -8% | -5% |
| 37 | N#Cc1cc2c(nc1SCC(=O)Nc1ccc(Cl)cc1)C1CCN2CC1 | 2.8µM* | -91* | 3% | -4% | ? | 0% |
| 41 | CC(=O)OCC(=O)Nc1ccc([N+](=O)[O-])cc1Cl | 13% | -13 | 1% | 16% | -2% | -2% |
| 52 | CCCC(C)NC(=O)c1ccc(OCc2ccc(Cl)cc2)c(OC)c1 (stereo not given) | -19% | ? | 5% | 9% | ? | -6% |
| 53 | CCOC(=O)c1nnn(-c2nonc2-n2cccc2)c1CCl | -4% | ? | 17% | -3% | 4% | 8.9µM* |
| 54 | Clc1ncnc2scc(-c3ccccc3)c12 | 3% | 13 | 1% | 3% | -3% | 1% |

Entries of single compounds, looked up by structure. Values in the order: HCV inhibitor | HCMV inh | Giardia FBPA inh | AMA1 RON2 block | AmpC inh detg | Sm TGR inh
`O=C(c1ccc2c3c(cccc13)CC2)N1CCOCC1` is entered as -2% | 17 | -7% | 4% | -1% | 10%
`CCOc1ccc(CC(=O)NCCc2csc3nc(-c4ccccc4F)nn23)cc1` is entered as / | 0 | / | / | -7% | -10%
